TRHR ag: qHTS for Small Molecule Agonists and Allosteric Enhancers of Human TRH Receptor: Primary Screen for Agonists. activation, % at 2 µM. hit rate 0.18% among 360,000. TRHR cells, calcium flux fluo-8, FDSS agonist mode; also: 0% is about no effect
Target sequence (P34981 whole entry, looked up): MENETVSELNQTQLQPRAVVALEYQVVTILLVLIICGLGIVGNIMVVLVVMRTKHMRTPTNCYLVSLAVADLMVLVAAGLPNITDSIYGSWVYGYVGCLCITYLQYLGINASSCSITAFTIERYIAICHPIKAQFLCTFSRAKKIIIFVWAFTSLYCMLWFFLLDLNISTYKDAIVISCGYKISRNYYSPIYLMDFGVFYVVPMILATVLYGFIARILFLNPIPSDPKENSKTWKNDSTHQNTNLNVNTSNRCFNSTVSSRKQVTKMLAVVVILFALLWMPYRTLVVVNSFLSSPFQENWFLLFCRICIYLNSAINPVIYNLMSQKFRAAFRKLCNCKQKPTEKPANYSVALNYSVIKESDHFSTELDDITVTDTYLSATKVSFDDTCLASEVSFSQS
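In this calcium-flux screen, cells bearing human TRHR are dye-loaded with fluo-8, baselined for 10 cycles, then exposed to library compounds; positive kinetic calcium responses during the agonist phase mark hits, with TRH as control.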
D2 antag: HTS Assay for Allosteric Antagonists of the Human D2 Dopamine Receptor: Primary Screen for Antagonists. HEK293 TREx D2 cells, calcium flux, dopamine EC80. inhibition, % at 10 µM. hit rate 2% among 340,000; in the data active = inhibition above about 30%; also: 0% is about no effect
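HEK293 T-REx D2 cells, tet-induced, calcium dye no-wash. Cpd pintool add, 180 s kinetic, then EC80 DA, 180 s kinetic. Ca flux read.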
D2 agonist: HTS Assay for Allosteric Agonists of the Human D2 Dopamine Receptor: Primary Screen for Agonists. D(2) dopamine receptor (Homo sapiens), P14416. activation, % at 2 µM. HEK293 T-REx D2 cells, calcium flux agonist mode. hit rate 0.53% among 340,000. AID 485358, 2010;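 active = activation over 3 SD above normal in the single-dose calcium agonist read, cut at about 30% in these data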; also: 0% is about no effect
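Agonism is scored from calcium flux in a force-coupled, inducible HEK293 cell line expressing D2, read kinetically for 180 s after compound addition against dopamine controls.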
TRHR PAM: qHTS for Small Molecule Agonists and Allosteric Enhancers of Human TRH Receptor: Primary Screen for Enhancers | hit rate 0.66% among 360,000 | Thyrotropin-releasing hormone receptor (Homo sapiens), P34981 | TRHR cells, fluo-8 calcium fluorescence, EC20 TRH enhancement | enhancement, % at 2 µM; in the data active = enhancement above about 30%; also: 0% is about no effect
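Enhancer read-out: after compound pinning and an initial kinetic agonist-mode read, an EC20 of TRH (10 nM final) was injected and fluo-8 calcium signal (Ex 480/Em 530) followed at 1 s/cycle for 100 cycles in TRHR-expressing cells.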
D2 PAM: HTS Assay for Positive Allosteric Modulators of the Human D2 Dopamine Receptor: Primary Screen for Potentiators; D(2) dopamine receptor (Homo sapiens), P14416; HEK293 T-REx D2, calcium flux, EC20 dopamine potentiation; potentiation, % at 10 µM; hit rate 0.34% among 340,000;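 active = potentiation over 3 SD above the plate norm, cut at about 30% in these data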; also: 0% is about no effect
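Using a no-wash calcium dye in inducible, force-coupled HEK293 Trex cells expressing D2, we tracked fluorescence each second for 180 s after compound, then for 180 s after EC20 dopamine to detect augmented signalling.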
RXFP1 antagonist: qHTS Assay for Antagonists of the Relaxin Receptor RXFP1. hit rate 0.59% among 350,000. Relaxin receptor 1 (Homo sapiens), Q9HBX9. HEK293-RXFP1, relaxin-stimulated cAMP HTRF, 30 min; stronger effect = lower value. activity change, negative = inhibition, % at 57.5 µM. AID 1259400, 2018;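 active = activity change of -60% or lower, but not beyond a set lower limit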; also: % is scaled to controls: 0 for no effect and ±100 for the full control effect
D1 antag: Antagonist of Human D 1 Dopamine Receptor: qHTS | D(1A) dopamine receptor (Homo sapiens), P21728 | activity change, negative = inhibition, % at 10 µM | HEK293 TREx D1 cells, calcium flux, dopamine EC80; stronger effect = lower value | AID 504652, 2011 | hit rate 3.2% among 360,000; in the data active = activity change below about -30%; also: % is scaled to controls: 0 for no effect and ±100 for the full control effect
Target sequence (P21728 whole entry, looked up): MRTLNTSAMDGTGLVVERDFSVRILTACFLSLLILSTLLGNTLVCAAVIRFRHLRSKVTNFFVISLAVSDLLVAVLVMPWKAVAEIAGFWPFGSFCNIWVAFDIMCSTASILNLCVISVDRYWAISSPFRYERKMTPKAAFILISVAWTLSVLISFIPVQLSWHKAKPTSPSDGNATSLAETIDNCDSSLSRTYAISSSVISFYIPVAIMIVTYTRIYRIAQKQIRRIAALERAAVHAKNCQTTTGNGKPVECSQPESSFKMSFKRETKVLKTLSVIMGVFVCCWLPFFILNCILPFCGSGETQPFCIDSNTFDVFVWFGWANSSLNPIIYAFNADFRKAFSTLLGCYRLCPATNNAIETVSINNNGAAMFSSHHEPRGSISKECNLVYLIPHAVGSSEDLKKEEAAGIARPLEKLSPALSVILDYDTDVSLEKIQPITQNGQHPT
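Cells carrying a force-coupled, tetracycline-inducible human D1 receptor report calcium flux. Each well gets a 10 s baseline, compound with 180 s monitoring, then an EC80 dopamine stimulus with a second 180 s kinetic read.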
D1 agonist: Allosteric Agonists of the Human D1 Dopamine Receptor: qHTS; HEK293 T-REx D1 cells, calcium flux, agonist mode; hit rate 1% among 360,000; D(1A) dopamine receptor (Homo sapiens), P21728; activation, % at 2 µM; also: 0% is about no effect
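Inducible HEK293 T-REx D1 cells, force-coupled to calcium signalling, were plated at 4000 cells/well with tetracycline and held overnight at 30 C. After no-wash calcium dye loading, compound-evoked calcium rise over 180 s flagged agonists.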
D1 potentiator: Potentiators of Human D1 Dopamine Receptor: qHTS. AID 504651, 2011. HEK293 TREx D1 cells, calcium flux, dopamine EC20 potentiation. potentiation, % at 10 µM. hit rate 0.036% among 360,000; in the data active = potentiation above about 30%; also: 0% is about no effect
The depositor's hits bear a star; nt = not tested or not shown; & = joins results of further samples. Rule as the data show it, unless noted: active = activation above about 30%; inactive = the rest.

Structure,D1 agonist,D2 agonist,D2 antag,D1 potentiator,D2 PAM,D1 antag,RXFP1 antagonist,TRHR ag,TRHR PAM
COC(=O)c1cc(=O)n(Cc2ccco2)c(=Nc2ccc(F)c(Cl)c2)s1,4.4,1.7,-19.7,nt,-19.8,-11.9,-8.3,0.7,10.6
COc1ccc(NC(=O)CN2CCN(CC(=O)Nc3ccc4c(c3)OCO4)CC2)cc1,-1.1,-0.3,-15.9,-0.1,6.1,16.5,-5.9,-1.2,5.4
Cc1ccc(C(=O)Cn2cncn2)cc1,2.0,0.3,-8.4,-1.9,2.7,-8.2,4.6,-0.5,-6.1
CSCCC(N=C(NS(=O)(=O)c1ccccc1)c1ccccc1)C(=O)O (stereo not drawn),3.7,0.1,-3.3,2.5,14.1,-4.2,-4.3,-0.2,0.7
COc1c(C)cccc1C(=O)Nc1ccc(N2CCOCC2)c(Cl)c1,5.6,0.2,14.4,-0.5,5.4,-24.4,-1.5,0.2,-10.9
Cc1ccc(S(=O)(=O)N2CCN(C(=O)CSc3nnc(-c4ccco4)o3)CC2)cc1,0.2,-1.4,-2.0,-7.8,3.1,-40.4*,-0.3,-0.7,5.7
COc1cc(Nc2ncc3c(n2)CCN(Cc2cc(Br)cs2)C3)cc(OC)c1,1.5,0.9,nt,1.1,7.6,0.7,-10.2,0.8,-1.8
CCOC(=O)c1c(-c2ccc(OC)cc2)csc1/N=C/C1C(=O)CCCC1=O,29.0,6.0,-7.7,-8.1,-12.8,-46.7*,-2.6,12.3,21.0
CCOC(=O)c1cccc(NC(=O)CSc2nnc(C3CCCCC3)n2CC)c1,1.3,0.9,-0.3,-4.5,4.3,-4.5,-0.7,-0.7,5.9
CCN(CC(=O)Nc1c(F)cccc1F)C(=O)CNC(=O)c1ccc2ccccc2c1,10.6,-0.1,10.6,nt,-8.0,19.6,-4.5,-0.1,9.1
O=C(CN(C(=O)c1csnn1)c1ccc(F)c(Cl)c1)NC1CCCC1,-1.0,-0.2,-2.5,-1.6,1.5,-3.2,0.5,0.7,0.0
Fc1ccc(Nc2nc(N3CCOCC3)c3ccccc3n2)cc1,3.2,0.0,-10.1,-11.1,-7.6,0.2,-27.1,-0.3,6.6
CC(=O)Nc1nc(C)c(-c2csc(Nc3ccccn3)n2)s1,2.2&-0.1,0.3&2.8,-2.0&0.0,-9.3&-5.0,-10.7&-4.2,6.9&-23.1,-6.5&-5.3,-0.4&-0.7,1.9&4.3
Cc1cccc(NC(=O)CN2CCN(C(=O)c3ccc(-c4nc5ccccc5s4)o3)CC2)c1C,2.2,-0.6,4.0,12.4,-3.9,-4.5,-32.5,-0.1,-5.4
COc1ccccc1NC(=O)N1CCCC1C(=O)NCc1ccccc1F (stereo not drawn),2.4,8.4,29.7,-6.6,-17.1,-11.9,1.8,-0.2,2.8
Cc1cc(Nc2ccc3c(c2)OCCO3)n2nc(C)nc2n1,0.3,-1.0,-13.4,nt,-19.7,6.5,nt,-0.2,-1.8
COc1ccc2c(c1)OC[C@H]1[C@@H]2N2C(=O)CNC(=O)[C@@]2(C)[C@H]1c1ccccc1,-2.9,0.3,5.9,-4.8,6.0,nt,nt,-0.8,-8.0
O=C(NC1CCN(Cc2ccccc2)CC1)C1CCN(c2nnc(-n3cccc3)s2)CC1,5.8,0.2,-5.1,-2.2,-11.1,-3.0,-12.4,0.8,-3.8
CC(C)C(=O)NC(C)C(c1cccs1)N1CCOCC1 (stereo not drawn),3.1,0.2,-13.1,3.2,10.0,4.4,13.8,-0.8,-0.4
Cn1c(Cn2c(=O)sc3ccccc32)nnc1SCC(=O)NCc1ccc(F)cc1,2.0,0.5,4.1,-1.1,1.2,2.4,nt,-0.4,10.1

Of the compounds above, 3 have a Cl atom:
Structure,D1 agonist,D2 agonist,D2 antag,D1 potentiator,D2 PAM,D1 antag,RXFP1 antagonist,TRHR ag,TRHR PAM
COC(=O)c1cc(=O)n(Cc2ccco2)c(=Nc2ccc(F)c(Cl)c2)s1,4.4,1.7,-19.7,nt,-19.8,-11.9,-8.3,0.7,10.6
COc1c(C)cccc1C(=O)Nc1ccc(N2CCOCC2)c(Cl)c1,5.6,0.2,14.4,-0.5,5.4,-24.4,-1.5,0.2,-10.9
O=C(CN(C(=O)c1csnn1)c1ccc(F)c(Cl)c1)NC1CCCC1,-1.0,-0.2,-2.5,-1.6,1.5,-3.2,0.5,0.7,0.0

Carrying on:
Structure,D1 agonist,D2 agonist,D2 antag,D1 potentiator,D2 PAM,D1 antag,RXFP1 antagonist,TRHR ag,TRHR PAM
O=C1CC(C(=O)N2CCC(N3CCC(C(=O)NC4CC4)CC3)CC2)c2ccccc21 (stereo not drawn),1.4,0.0,-5.5,0.9,9.3,-5.4,3.9,-1.2,-11.2
Cc1cccc(CC(=O)Nc2sc(C(C)C)cc2C(=O)N2CCOCC2)c1,2.0,0.0,-0.6,2.5,-13.3,14.8,-15.7,-0.9,-2.5
COCCNC(=O)C1CC2Cn3c(nc4cc(C)c(C)cc43)C2N1C (stereo not drawn),0.8,0.2,12.2,-8.8,6.3,-77.7*,nt,-0.2,-10.5
COc1ccccc1NC(=O)CS(=O)(=O)c1cccc2nsnc12,1.5,3.2,-13.5,4.4,-2.6,-6.3,-2.2,0.7,-6.2
CCOC(=O)c1nc(Nc2ccc(C(=O)O)cc2)c2ccccc2n1,4.0,0.6,4.1,-0.2,-2.1,-4.0,-7.1,0.1,2.0
Cc1ccc(S(=O)(=O)N(C)CCCC(=O)NC(C)(C)C)cc1,1.2,0.9,-11.2,2.6,3.8,10.2,-25.2,0.2,-0.7
Cc1cc(C)n(Cc2nc3ccccc3n2C)n1,-0.2,0.5,5.4,-0.5,-6.0,-3.6,-7.8,0.4,-2.7
C/C(CC(=O)Nc1cc(C)ccn1)=N\NC(=O)c1ccccc1C,3.1,1.2,4.2,-0.7,-0.1,9.7,-24.8,-0.3,-3.6
CC(=O)Nc1ccc(NC(=O)CN(C)S(=O)(=O)c2ccc3ccccc3c2)cc1,1.4,-0.4,-16.0,-1.4,3.4,-8.8,2.1,1.9,2.0
O=S(=O)(c1ccc(F)cc1)N1CCN(c2nc(-c3ccccc3)nc3cc(Cl)ccc23)CC1,6.2,nt,nt,5.6,nt,-5.7,nt,-0.2,-2.3
C=CCN1C(=O)C2C3C=CC(C2C1=O)C1C2C(=O)N(CC=C)C(=O)C2C31 (stereo not drawn),1.1,2.1,-66.3,1.7,-1.9,-5.5,-4.0,0.8,5.9
CC(=C1C2C=CC1C1C(=O)NC(=O)C21)c1ccccc1 (stereo not drawn),0.5,0.1,8.0,0.7,-0.5,1.3,2.8,-1.0,-6.0
Cc1nnc(SCc2ccc([N+](=O)[O-])cc2)o1,0.7,0.6,5.1,-7.6,-7.1,0.0,-1.3,-1.6,-14.2
CCOC(=O)c1c(C)oc2nc(C)nc(NCCc3ccc(OC)c(OC)c3)c12,1.8,nt,nt,0.1,-4.2,-0.5,-20.1,0.2,22.1
O=c1cc(CN2CCN(c3cccc(Cl)c3)CC2)c2cc3c(cc2o1)CCCC3,0.5,-0.3,-7.6,-2.4,9.9,-2.6,-8.2,-0.7,-1.8
Cc1nonc1CC(=O)N1CCc2c([nH]c3ccccc23)C1c1ccccc1F (stereo not drawn),0.9,-0.3,0.5,-1.1,6.7,-12.4,-7.7,0.3,21.6
CCOc1ccc(CCNC(=O)CN(C)S(=O)(=O)c2cccs2)cc1OCC,0.3,-0.3,-4.0,-0.1,18.4,22.6,-7.7,-0.4,5.5
COc1ccccc1N1CCN(C/C=C/c2ccc(N(C)C)cc2)CC1,7.6,-0.4,-13.8,-8.8,0.6,-9.4,nt,-1.3,6.1
CN1CCC(NCCC(c2ccc(F)cc2)c2ccc(Cl)cc2)CC1 (stereo not drawn),12.1,4.1,-13.4,-4.6,-20.9,-22.6,-85.5*,3.8,-2.9
CC(C)Cn1c(=O)c2c(nc3n2CCS3)n(C)c1=O,1.6,0.1,-2.4,-2.9,11.1,-0.5,7.4,0.0,1.0
Cc1cc2cc(C)c(NCCNC(=O)c3cccc(F)c3)nc2cc1C,4.6,0.0,-26.0,-2.5,-10.8,0.5,-5.4,0.5,6.5
COc1ccc(Cl)cc1NC(=O)c1ccccc1C,1.4,-1.3,32.4*,-18.2,-0.3,-43.5*,-28.8,-0.3,-2.9
O=C1NC[C@@H](Cc2cccc3ccccc23)N(CC2(c3ccccc3)CC2)C1=O,1.9,0.2,11.9,-0.9,32.4*,-5.5,nt,-0.3,1.7
O=C(c1ccc(Cl)c(Cl)c1)N1CCN(c2ccccn2)CC1,0.6,0.1,4.3,-5.8,5.1,-13.5,2.0,-0.1,-1.1
c1ccc(-n2c(Cc3cn4ccsc4n3)nnc2N2CCOCC2)cc1,2.7,0.7,-0.9,-8.0,-1.9,-5.4,7.9,0.5,-1.5
CN(Cc1ccccc1)C(NC(=O)c1ccco1)C(Cl)(Cl)Cl (stereo not drawn),1.3,2.0,-4.0,-3.2,0.8,9.3,1.4,0.0,-1.4
CC(C)CNc1cc(N2CCCC2)ccc1[N+](=O)[O-],1.8,1.6,-18.4,-0.2,-0.1,-6.2,-23.1,0.4,-13.2
